IMPase cell inh – qHTS Assay for Identifying the Cell-Membrane Permeable IMPase Inhibitors | inhibition (IP1 accumulation), % at 46.1 µM | CHO-M1 cells, IP1 accumulation, HTRF TR-FRET ratio | 120,000 tested, under 10 active | Inositol monophosphatase 1 (Rattus norvegicus), P97697; active = well fitted curve in the direction sought with a large enough effect in the signal ratio, not every such curve was filed as active; inconclusive = small, poorly fitted or top-dose-only effect, or a change in a side signal; inactive = no such curve, though single readings can be large or run the other way; the % refers to the signal ratio;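 also: cells stimulated with carbachol in lithium chloride buffer; plate controls were DMSO basal wells for no effect and reference inhibitor wells for full effect; higher means more IMPase inhibition seen as more IP1 and lower FRET ratio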
Target sequence (P97697 whole entry, looked up): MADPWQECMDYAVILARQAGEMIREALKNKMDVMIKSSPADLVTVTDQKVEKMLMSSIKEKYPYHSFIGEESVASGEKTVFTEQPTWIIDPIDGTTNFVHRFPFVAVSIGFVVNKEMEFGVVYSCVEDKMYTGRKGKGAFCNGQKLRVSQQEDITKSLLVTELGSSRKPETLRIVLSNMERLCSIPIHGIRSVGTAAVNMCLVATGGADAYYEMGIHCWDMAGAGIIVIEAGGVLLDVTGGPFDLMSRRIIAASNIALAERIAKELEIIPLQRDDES
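The IP-One HTRF competitive assay in carbachol-stimulated CHO-M1 cells quantifies cellular IP1. Compounds spanned up to 46 uM final, and activity is expressed as AC50 from concentration-response fits of the ratio and donor data.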
15-hLO-2 inh – qHTS Assay for Inhibitors of 15-hLO-2 (15-human lipoxygenase 2). AID 881, 2007. Potency, µM (titrated, usually from 57.1 µM), inactives show top-dose activity change, negative = inhibition, most hits filed as inhibitors. 110,000 tested, 0.56% active. purified 15hLO-2, xylenol orange hydroperoxide absorbance; also: potency is read from the fitted curve at half-maximal effect; nearly all actives have a fitted effect of over 60% in size; many of its hits are not listed in these tables
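Screening format was qHTS against 50 nM purified 15hLO-2 in Hepes pH 7.5 with detergent. Activity follows hydroperoxide formation from 45 uM arachidonic acid, measured as 573:405 nm absorbance ratio of the ferric-xylenol orange complex.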
PNC assembly inh – High Content Assay for Compounds that inhibit the Assembly of the Perinucleolar Compartment. PC3M PTB-GFP, PNC prevalence imaging, 16 h; stronger effect = lower value. activity change (PNC), negative = inhibition, % at 10 µM. 140,000 tested, 3.1% active;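 active = readout at or below -70, meaning at least 70% loss of cells showing the perinucleolar compartment, a nuclear body marking cancer cells; inconclusive = readout between -30 and a set limit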;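 also: plate controls were DMSO wells for no effect and camptothecin positive control wells for full effect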
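Compounds are pinned in duplicate onto adhered PC3M cells stably expressing GFP-tagged PTB and incubated 16 h at 37 C. Cells are then fixed, nuclei stained with Hoechst, and PNC-positive cells counted.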
ALOX12 inhib – qHTS Assay for Inhibitors of 12-hLO (12-human lipoxygenase); Polyunsaturated fatty acid lipoxygenase ALOX12 (Homo sapiens), P18054; purified 12-hLO, xylenol orange hydroperoxide absorbance; Potency, µM (top dose mostly 57.1 µM), inactives show top-dose activity change, negative = inhibition, hits mostly inhibitors; 150,000 tested, 0.12% active; AID 1452, 2008; also: potency is read from the fitted curve at half-maximal effect; nearly all actives have a fitted effect of over 55% in size; many of its hits are not listed in these tables
Target sequence (P18054 whole entry, looked up): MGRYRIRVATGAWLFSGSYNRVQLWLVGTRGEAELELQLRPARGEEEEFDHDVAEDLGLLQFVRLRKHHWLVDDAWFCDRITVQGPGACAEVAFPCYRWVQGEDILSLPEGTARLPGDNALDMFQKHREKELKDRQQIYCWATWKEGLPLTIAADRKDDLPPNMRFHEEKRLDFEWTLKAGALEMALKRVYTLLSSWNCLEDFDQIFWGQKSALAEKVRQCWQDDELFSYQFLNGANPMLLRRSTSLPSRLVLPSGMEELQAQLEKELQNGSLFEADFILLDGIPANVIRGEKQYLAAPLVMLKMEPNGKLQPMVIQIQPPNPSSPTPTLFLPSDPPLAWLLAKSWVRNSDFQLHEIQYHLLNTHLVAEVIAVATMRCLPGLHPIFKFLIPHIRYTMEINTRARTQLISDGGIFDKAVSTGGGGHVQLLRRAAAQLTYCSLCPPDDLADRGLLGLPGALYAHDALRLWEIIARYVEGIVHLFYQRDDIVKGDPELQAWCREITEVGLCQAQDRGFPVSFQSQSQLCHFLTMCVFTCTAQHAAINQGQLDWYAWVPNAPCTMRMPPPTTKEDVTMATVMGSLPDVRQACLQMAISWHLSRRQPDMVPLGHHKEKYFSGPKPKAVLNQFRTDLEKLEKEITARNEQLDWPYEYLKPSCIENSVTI
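Lipoxygenase turnover measured by absorbance at 573 and 405 nm after Fe-XO development. Human 12hLO 150 nM, arachidonate 40 uM, pH 7.0 Hepes buffer with detergent; 15 min compound preincubation, 30 min reaction.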
Starred values were filed as active, the others as inactive; ? = inconclusive; / = not tested or not shown; [ ] = dose if it differs, or a comment. Unless noted, calls follow the shape of the dose curve; as a rule, active = well fitted curve in the direction sought with a large enough effect; inconclusive = small, poorly fitted or top-dose-only effect, or another doubt; inactive = no such curve, though single readings can be large; an effect the other way counts as inactive or inconclusive. Unless noted, % is scaled to controls: 0 for no effect and ±100 for the full control effect. Only part of the results is shown; count on the stated rates, not on these rows.

SMILES	IMPase cell inh	15-hLO-2 inh	PNC assembly inh	ALOX12 inhib
Cc1cc(C)c(C(=O)CSc2n[nH]c(=O)n2C2CC2)cc1C	-6	6%	50	-3%
Clc1ccc(-c2nnc(-c3ccco3)nc2N2CCCCC2)cc1	/	/	?	-7%
Cc1cc(Nc2ccccc2)nn1C(=O)c1ccc(Br)cc1	6	11%	-15	-16%
O=C(N/N=C/c1cccc(Oc2ccccc2)c1)c1cccc(Br)c1	8	-3%	-24	-5%
COCCn1nnnc1C(c1ccc(OC)c(OC)c1)N1CCN(c2nc3ccccc3s2)CC1 (stereo not drawn)	10	-3%	?	-3%
Cc1nn(-c2ccc(F)cc2)c2nc(N)c(C#N)c(-c3cccs3)c12	-7	-2%	22	-6%
COC(=O)c1ccc(-n2nnnc2SCC(=O)Nc2ccccc2OC)cc1	11	-6%	-1	-2%
O=CN1CCN(C(=O)Cc2ccc([N+](=O)[O-])cc2)CC1	/	/	?	0%
CCOC(=O)C1CCN(C(=O)/C=C/c2ccccc2OC)CC1	1	-2%	-21	-8%
CCN1CCCC1CN=Cc1c(O)n(-c2ccccc2)c(=O)c2ccccc12 (stereo not drawn)	3	-1%	-92*	-2%
CC(C)C(=O)Nc1c(-c2cccs2)c(=O)c2ccccc2n1C	5	-3%	-13	0%
CCOC(=O)c1c(-c2ccccc2)csc1NC(=O)c1cc2ccccc2oc1=O	-3	/	8	0%
O=C1c2ccccc2C(O)(Cc2ccccc2)N1c1ccc2c(c1)OCO2 (stereo not drawn)	6	-6%	58	-6%
Cc1c([N+](=O)[O-])c(C(=O)N2CCCC2)nn1C	3	-3%	7	1%
CCOC(=O)c1c(-c2ccc(Cl)cc2)cn2ccccc12	2	11%	56	-4%
CCc1nc2ccc(C(=O)Nc3cccc(C(C)=O)c3)cc2nc1CC	0	/	189	0%
CCN(CC)C(=O)c1c(Cl)nc(C)c([N+](=O)[O-])c1C	-5	/	-13	3%
CCc1cc2c(=O)c(-c3cnn(-c4ccccc4)c3)c(C)oc2c(CN2CCCCC2)c1O	3	16%	9	0%
CCOC(=O)N1CCN(C(=O)CSc2nnc(Cn3c(=O)sc4ccccc43)n2C)CC1	-17	/	-17	0%
Cc1ccc(/C=N/NC(=O)c2csc(C)c2)o1	25	/	?	2%
Cc1cc(C)n(-c2nc3ccccc3n3nnnc23)n1	1	6%	4	7%
Cc1nonc1NC(=O)CSc1nnc(-c2ccoc2C)n1-c1cccc(Cl)c1	3	/	?	-7%
O=C(CSc1nc2ccccc2n1CCc1ccccc1)NC1CC1	-2	/	18	1%
CCOc1ccccc1NC(=O)Cn1c(=O)n(CCC(=O)NC2CCCC2)c(=O)c2ccccc21	-7	-11%	?	1%
Cc1ccc(S(=O)(=O)NC(CCc2ccccc2)CC(=O)C(C)(C)C)cc1 (stereo not drawn)	/	/	61	1%
O=C(c1ccco1)N(CCCN1CCOCC1)c1nc(-c2ccc(Cl)cc2)cs1	8	23%	-3	-1%
COC(=O)c1ccnc(SCC(=O)c2ccccc2)c1	/	/	?	-3%
C=CCSc1nc(N)c(C#N)c(-c2ccccc2)c1C#N	0	2%	36	-2%
Cc1ccc(NC(=O)CN(c2ccc3c(c2)OCO3)S(=O)(=O)c2c(C)n[nH]c2C)cc1	3	/	?	-2%
COc1ccc(-c2nnn(Cc3nc(N)nc(N4CCCCC4)n3)n2)cc1	17	22%	?	1%
Cn1c(=O)c2[nH]c(Nc3ccccc3)nc2n(C)c1=O	18	/	-100*	1%
CCc1nc(SCC(=O)N2c3ccccc3Sc3ccccc32)c2ccccc2n1	11	-13%	?	0%
O=C(Cc1ccccc1)Nc1nc2ccccc2s1	-4	/	-29	3%
CCn1c2ccccc2c2nnc(SCC(=O)Nc3c(C)n(C)n(-c4ccccc4)c3=O)nc21	-1	-3%	-21	-10%
NC(=O)CN1N=C(c2cc(Cl)sc2Cl)CSC1=O	11	/	?	1%
COc1cc(N)ccc1Cc1ccc(N)cc1OC	4	-4%	-24	-4%
CCC(CC)c1nnc(NC(=O)C2COc3ccccc3O2)s1 (stereo not drawn)	4	1%	?	-6%
COc1ccccc1S(=O)Cc1ccc(C(=O)NCCc2ccc(Cl)cc2)o1 (stereo not drawn)	7	-20%	24	-4%
COc1ccc(C2CC(c3ccccc3OC(C)=O)=NN2C(=O)/C=C/c2ccccc2)cc1 (stereo not drawn)	/	/	18	-5%
CCS(=O)(=O)NCc1ccc2[nH]c3c(c2c1)CCCC3	-8	-7%	27	-7%
Cc1cccc(-n2nc3c(c2NC(=O)c2ccc(Br)o2)CSC3)c1C	3	-8%	-5	-1%
CC[n+]1c(/C=C(\C)SC)sc2ccccc21	-1	?	31	-6%
Cn1nnc2cc(C(=O)NCc3ccco3)ccc21	-4	-4%	?	-8%
COc1ccc(NC(=O)CSc2c3c(nc4ccccc24)CCCC3)c(OC)c1	/	/	-113*	-1%
Cc1ccc(NC(=O)c2ccccc2F)nc1	-8	3%[2.29 µM]	?	-1%

Compounds listed so far that contain four or more nitrogen atoms (15):
SMILES	IMPase cell inh	15-hLO-2 inh	PNC assembly inh	ALOX12 inhib
Clc1ccc(-c2nnc(-c3ccco3)nc2N2CCCCC2)cc1	/	/	?	-7%
COCCn1nnnc1C(c1ccc(OC)c(OC)c1)N1CCN(c2nc3ccccc3s2)CC1 (stereo not drawn)	10	-3%	?	-3%
Cc1nn(-c2ccc(F)cc2)c2nc(N)c(C#N)c(-c3cccs3)c12	-7	-2%	22	-6%
COC(=O)c1ccc(-n2nnnc2SCC(=O)Nc2ccccc2OC)cc1	11	-6%	-1	-2%
Cc1c([N+](=O)[O-])c(C(=O)N2CCCC2)nn1C	3	-3%	7	1%
CCOC(=O)N1CCN(C(=O)CSc2nnc(Cn3c(=O)sc4ccccc43)n2C)CC1	-17	/	-17	0%
Cc1cc(C)n(-c2nc3ccccc3n3nnnc23)n1	1	6%	4	7%
Cc1nonc1NC(=O)CSc1nnc(-c2ccoc2C)n1-c1cccc(Cl)c1	3	/	?	-7%
CCOc1ccccc1NC(=O)Cn1c(=O)n(CCC(=O)NC2CCCC2)c(=O)c2ccccc21	-7	-11%	?	1%
C=CCSc1nc(N)c(C#N)c(-c2ccccc2)c1C#N	0	2%	36	-2%
Cc1ccc(NC(=O)CN(c2ccc3c(c2)OCO3)S(=O)(=O)c2c(C)n[nH]c2C)cc1	3	/	?	-2%
COc1ccc(-c2nnn(Cc3nc(N)nc(N4CCCCC4)n3)n2)cc1	17	22%	?	1%
Cn1c(=O)c2[nH]c(Nc3ccccc3)nc2n(C)c1=O	18	/	-100*	1%
CCn1c2ccccc2c2nnc(SCC(=O)Nc3c(C)n(C)n(-c4ccccc4)c3=O)nc21	-1	-3%	-21	-10%
Cn1nnc2cc(C(=O)NCc3ccco3)ccc21	-4	-4%	?	-8%

Remaining list, next part.
SMILES	IMPase cell inh	15-hLO-2 inh	PNC assembly inh	ALOX12 inhib
CN(C)Cc1cc(C(=O)O)cc(CN(C)C)c1O	/	0%[11.4 µM]	/	-3%[11.4 µM]
Cc1ccc(S(=O)(=O)N2CCN(S(C)(=O)=O)C2c2ccccc2)cc1 (stereo not drawn)	3	0%[2.29 µM]	11	-6%
COc1cc(OC)nc(Oc2ccccc2C(=O)Oc2ccccc2Cl)n1	8	-3%	-9	3%
O=C(CN1CCN(c2cccc(C(F)(F)F)c2)CC1)Nc1cccc(C(F)(F)F)c1	2	2%	-26	-4%
CCC1Oc2ccc(Cl)cc2N(CC(=O)O)C1=O (stereo not drawn)	1	-6%	3	1%
CCCCNCC(=O)Nc1sc(C)c(C)c1C(=O)OCC	?	/	?	-1%
COc1ccc(-c2ncc3ccccn23)cc1	-9	10%	24	-4%
CN(C(=S)Nc1ccccc1F)C1(c2ccccc2Cl)CCCCC1=O (stereo not drawn)	8	-2%	-17	-3%
COc1ccc(-c2nc(C#N)c(N3CCC(C(N)=O)CC3)o2)cc1	0	-2%	1	1%
Cc1cccc(NC(=S)Nc2ccc(Oc3ccccc3)cc2)n1	-4	/	?	?
Cc1ccc(C(=O)NNC2=NCCC2)cc1	-3	2%	33	10%
CCN(C(=O)CSc1nnc(Cn2nnc3ccccc32)o1)c1nc(-c2ccccc2)cs1	3	-6%	34	1%
O=C(CCCNS(=O)(=O)c1cccc2nsnc12)N1CCCCC1	-3	-1%	-13	4%
Cc1ccc2[nH]c(=O)c(NC(N)=S)nc2c1	4	-19%	?	-10%
O=C(O)CN1C(=O)CC(Cc2ccccc2)C1=O (stereo not drawn)	0	-6%	3	6%
O=C(Cc1cccs1)Nc1nnc(Cc2ccccc2)s1	-9	/	19	-5%
COc1ccc(C2=Nn3c(nnc3-c3ccccc3)SC2)cc1OC	1	-4%	27	3%
COC(=O)c1ccccc1NC(=O)c1ccc(NS(C)(=O)=O)cc1	-3	4%[2.29 µM]	?	-1%
Cc1cc(Cl)ccc1NC(=S)Nc1cccnc1	2	-16%	23	-3%
CC(C)CC[n+]1ccn(-c2nc3ccccc3nc2[N-]S(=O)(=O)c2ccccc2)c1	2	-7%	29	2%
O=C(CSc1nnc(-c2ccccc2)o1)OCc1ccccc1	3	/	81	5%
CCOC(=O)N1CCC(N2C(=O)c3ccccc3C2Nc2cc(OC)c(OC)c(OC)c2)CC1 (stereo not drawn)	9	/	-19	-6%
CCC(c1ccc(O)cc1)C(CC)c1ccc(O)cc1 (stereo not drawn)	/	?	/	-23%
Cc1cccc(C(=O)N2CCN(c3ccc([N+](=O)[O-])c(NCc4ccco4)c3)CC2)c1	-12	-22%	11	-7%
CCC(CO)Nc1ncnc2c1cnn2-c1ccc(OC)cc1 (stereo not drawn)	6	5%	5	-3%
CN(C)c1ccc(-c2nccc(NCc3ccccc3)n2)cc1	/	43%[activator]	/	-3%
Cc1cc(C(=O)CSc2nnc(-c3ccc4c(c3)OCO4)o2)c(C)n1-c1ccc(F)cc1	2	/	-13	-3%
Cc1ccc(C(C(=O)NC2CCCCC2)N2CCOCC2)cc1 (stereo not drawn)	7	6%	16	9%
NC(=O)c1c(NC(=O)c2cccs2)sc2c1CCCCCC2	1	-24%	-28	-8%
COc1ccc(NC(=O)/C(C#N)=C/c2ccc3c(c2)n(C)c(=O)n3C)cc1	/	/	30	3%
Cc1ccc(-n2c(Cn3nc(C(F)F)cc3C(F)F)n[nH]c2=S)cc1	-6	0%	13	-4%
CC(NC(=O)COC(=O)Cc1ccccc1[N+](=O)[O-])c1ccccc1 (stereo not drawn)	/	/	23	1%
CCS(=O)(=O)N1CCC(NC(=O)C2CCCCC2)CC1	5	-10%	-2	3%

Assay outcomes: PubChem BioAssay, National Center for Advancing Translational Sciences (NCATS)
